PLCg1 inh: PLC-gamma1 enzyme inhibitors, primary screen, biochemical, fluorescence, purified enzyme; 1-phosphatidylinositol 4,5-bisphosphate phosphodiesterase gamma-1 (Homo sapiens), P19174; fluorogenic substrate; inhibition, % at 12.2 µM; 0.84% of 370,000 active; AID 720700, 2013; in the data active = inhibition above about 9.5%
HGIII-sPLA2 inh: human group III sPLA2 inhibitors, primary screen, biochemical, QFRET, BODIPY PC-A2 liposome substrate; inhibition, % at 12.2 µM; 0.56% of 370,000 active; Group 3 secretory phospholipase A2 (Homo sapiens), Q9NZ20; QFRET BODIPY PC-A2 liposome hydrolysis, fluorescence;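 active = inhibition above mean plus 3 SD of compounds lying within the high and low control bounds, cut at about 19% in these data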;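 note: 0% = median of test compound wells and 100% = no enzyme DMSO wells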
KLK7 zymogen act: proKLK7 zymogen activators, primary screen, biochemical, fluorescence intensity; Kallikrein-7 (Homo sapiens), P49862; purified proKLK7, EDANS-DABCYL substrate fluorescence; 100% is mature enzyme control, 0% vehicle; activation, % at 7 µM; 0.9% of 370,000 active;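 active = activation above the mean of all tested compounds plus 3 SD, computed per campaign excluding outliers beyond control limits, cut at about 13% in these data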
Target sequence (P49862 whole entry, looked up): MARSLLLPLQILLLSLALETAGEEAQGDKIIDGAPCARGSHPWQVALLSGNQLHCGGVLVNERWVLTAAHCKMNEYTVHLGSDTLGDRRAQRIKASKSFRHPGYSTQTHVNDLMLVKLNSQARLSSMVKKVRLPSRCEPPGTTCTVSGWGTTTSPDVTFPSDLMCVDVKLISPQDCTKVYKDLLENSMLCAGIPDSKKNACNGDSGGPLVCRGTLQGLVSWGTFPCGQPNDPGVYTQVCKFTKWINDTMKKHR
Tn7 DDE FP: inhibitors of Tn7 peptide binding to fibrin DD(E), primary screen, biochemical, fluorescence polarization, human fibrin, Tn7 probe; Fibrinogen beta chain (Homo sapiens), P02675; FP displacement of FITC-Tn7 peptide from fibrin DD(E); 0% = median of compound wells per plate; inhibition, % at 8.3 µM; 0.13% of 370,000 active; AID 720508, 2013;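 active = inhibition above the mean of compounds falling within the control limits plus 3 SD of them, cut at about 14% in these data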;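 note: 0% = plate median of compound wells and 100% = 10 µM Aha-Tn7 peptide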
Target sequence (P02675 whole entry, looked up): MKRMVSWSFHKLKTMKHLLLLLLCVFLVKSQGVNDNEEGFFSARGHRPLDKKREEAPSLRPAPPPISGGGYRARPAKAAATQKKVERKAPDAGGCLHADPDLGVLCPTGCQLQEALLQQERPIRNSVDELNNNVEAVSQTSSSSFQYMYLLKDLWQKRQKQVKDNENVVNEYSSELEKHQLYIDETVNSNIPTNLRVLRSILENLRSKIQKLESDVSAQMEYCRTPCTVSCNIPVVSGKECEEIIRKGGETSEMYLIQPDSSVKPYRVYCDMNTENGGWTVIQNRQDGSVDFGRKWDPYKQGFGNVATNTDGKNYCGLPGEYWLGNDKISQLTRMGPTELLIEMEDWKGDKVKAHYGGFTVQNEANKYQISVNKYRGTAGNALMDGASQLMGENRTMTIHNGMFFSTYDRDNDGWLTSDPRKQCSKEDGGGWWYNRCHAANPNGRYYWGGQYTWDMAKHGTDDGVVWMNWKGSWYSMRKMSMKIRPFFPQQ
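Measure: % inhibition scaled between sample-field median and high-control FP; Test system: human fibrin DD(E); Quantity: 2 µM final DD(E) protein; Doses: one dose, 8.3 µM nominal; Schedule: compound with protein 10 min, then 3 h after probe, room temperature; Detection: fluorescence polarization; Medium: Tris buffer with calcium and detergent, pH 7.8.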
UHRF1 binding: UHRF1 methylated DNA binding inhibitors, primary screen, counter-screen for MBD2 inhibitor project, biochemical, TR-FRET, human UHRF1, single concentration | UHRF1 binding to methylated oligo | inhibition, % at 4.4 µM | 0.75% of 370,000 active | AID 687016, 2013; in the data active = inhibition above about 21%;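 note: UHRF1 SRA domain binding a hemimethylated CpG hairpin DNA probe; 0% = median of test compound wells and 100% = reference inhibitor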
Tn6 DDE FP: inhibitors of Tn6 peptide binding to fibrin DD(E), primary screen, biochemical, fluorescence polarization, human fibrin, Tn6 probe; AID 720509, 2013; Fibrinogen beta chain (Homo sapiens), P02675; 0.21% of 370,000 active; inhibition, % at 8.3 µM; Fibrin DD(E) TRITC-Tn6 fluorescence polarization displacement;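 active = inhibition above a per-campaign cutoff: mean of compounds within control limits plus 3 SD, cut at about 15% in these data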;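 note: 0% = median of all compound wells on the plate and 100% = blocking peptide control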
Rev-erbA mod: modulators of Rev-erb alpha DNA binding, primary screen, biochemical, FITC-DNA, fluorescence polarization, uHTS | activity, % at 10 µM | AID 1259318, 2017 | Nuclear receptor subfamily 1 group D member 1 (Homo sapiens), P20393 | 0.79% of 370,000 active | Rev-erbα–FITC-DNA binding, 90 min;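 active = activity above about 14%, limit read from the data; passing the limit was not always enough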;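 note: 0% = DMSO wells with 35 nM protein and 100% = DMSO wells with 750 nM protein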
ASAP1 inh: inhibitors of human ASAP1 ArfGAP activity, primary screen, biochemical, fluorescence polarization; 0.19% of 360,000 active; ASAP1-stimulated ARF1 GTP hydrolysis, GDP FP detection; AID 624377, 2012; inhibition, % at 16.5 µM; in the data active = inhibition above about 25%;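 note: 0% = vehicle with enzyme and substrate and 100% = no enzyme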
ARFGAP1 inhibitor: inhibitors of rat ARFGAP1 GAP activity, primary screen, biochemical, fluorescence polarization, GDP tracer | Arfgap1-stimulated ARF1 GTP hydrolysis, GDP FP detection | 0.26% of 360,000 active | inhibition, % at 16.5 µM;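 active = inhibition above a per-plate limit, mean inhibition of low control wells plus 3 SD, cut at about 25% in these data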;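 note: 0% = DMSO wells with enzyme and 100% = wells lacking Arfgap1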
Target sequence (Q62848 1-136 limits assumed): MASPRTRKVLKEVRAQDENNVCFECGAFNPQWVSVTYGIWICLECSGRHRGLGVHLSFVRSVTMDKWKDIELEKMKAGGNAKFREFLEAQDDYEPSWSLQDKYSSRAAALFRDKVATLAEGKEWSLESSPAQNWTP
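Assay system: purified rat His6-Arfgap1 residues 1-136 (GAP domain); Reagent: human Δ17 ARF1 bound to GTP; Dosing: 16.5 µM single point, 1.26% DMSO; Times: GTP hydrolysis reaction 2 h at 25 °C; Signal: FP, GDP Alexa 633 tracer displaced from anti-GDP antibody, 620/688 nm; Measure: % inhibition from polarization.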
PLC-beta3 inh: human PLC-beta3 inhibitors, primary screen, biochemical, fluorescence | 1-phosphatidylinositol 4,5-bisphosphate phosphodiesterase beta-3 (Homo sapiens), Q01970 | 0.18% of 370,000 active | inhibition, % at 12.2 µM | Purified PLC-beta3, fluorogenic substrate; in the data active = inhibition above about 11%;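 note: 0% = median of compound wells on plate and 100% = full blocker control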
Numbers without * were called inactive; / = not tested or not shown.

Screens in order – PLCg1 inh	HGIII-sPLA2 inh	KLK7 zymogen act	Tn7 DDE FP	UHRF1 binding	Tn6 DDE FP	Rev-erbA mod	ASAP1 inh	ARFGAP1 inhibitor	PLC-beta3 inh
(1) Nc1nc(NCc2ccccc2)n(-c2ccccc2)n1
→ 2.0	-2.1	0.1	-2.2	-0.7	3.3	-3.2	-16.2	2.2	-1.0
(2) c1ccc(Cn2c(NCc3ccncc3)nc3ccccc32)cc1
→ 1.4	-3.9	0.2	-1.7	0.5	-2.4	2.4	11.9	-1.2	-8.4
(3) N#Cc1c(F)cccc1NCCCn1ccnc1
→ -4.1	-4.2	-0.4	2.7	-1.3	5.4	1.1	-1.2	-2.0	-9.9
(4) Cc1ccc(NC(=O)C[n+]2ccn(C3=C([O-])c4ccccc4C3=O)c2)cc1
→ -2.9	5.5	0.5	7.4	-12.9	-1.2	-2.7	-0.6	-5.3	-1.8
(5) COc1cc(OC)cc(C(=O)N2CC(=O)Nc3ccccc32)c1
→ 3.1	2.2	0.3	3.4	-3.9	-6.6	-1.4	10.8	-19.9	0.3
(6) CCOc1cc(-c2c(C)c(C)nc(N)c2C#N)ccc1O
→ -10.8	-12.1	-0.1	3.0	1.8	6.5	-2.9	1.5	1.7	-11.8
(7) CCCCOc1nc(N)nc(-c2ccccc2)n1
→ 1.8	-1.4	-0.4	-1.8	3.2	-1.0	4.8	10.8	5.0	4.3
(8) C=CCN(c1ccccc1)S(=O)(=O)c1cccc(C(=O)NCC(c2ccccc2OC)N2CCCC2)c1 (configuration not stated)
→ 5.2	-10.0	0.1	-3.4	5.6	1.7	1.9	-2.0	3.8	0.3
(9) COCC(C)n1c(C)cc(C(=O)COC(=O)c2c(NC(C)=O)sc(C)c2C)c1C (configuration not stated)
→ 0.8	0.8	0.4	4.5	3.8	1.8	4.8	6.8	6.9	-2.3
(10) CCOC(=O)C(C(=O)N(C)C)c1ncc(C(F)(F)F)cc1Cl (configuration not stated)
→ -0.2	2.0	-0.5	0.7	-1.1	-3.9	-6.1	2.3	5.0	4.1
(11) C=CCOc1ccc(/C=C/C(=O)OCC(=O)N2CCN(S(=O)(=O)c3ccc(C)cc3C)CC2)cc1
→ -0.1	3.3	0.5	-3.4	-1.7	-1.2	-5.9	19.1	-14.8	-5.3
(12) CCn1c(=O)cc(N2CCOCC2)[nH]c1=O
→ -0.2	3.3	0.8	-6.3	-2.2	-2.2	-1.6	-5.0	0.0	0.0
(13) CC(C)CN1CCC(=O)N([C@H](CSc2ccc(Br)cc2)c2ccccc2)CC1
→ -4.3	8.1	-0.4	2.1	1.2	-4.2	1.8	0.0	6.0	-3.9
(14) Cc1cccc(N2CCN(C(=O)c3ccc(CNc4c(N5CCC(C)CC5)c(=O)c4=O)cc3)CC2)c1C
→ -0.1	10.1	-0.3	2.0	1.0	6.6	3.7	-2.5	-2.6	-1.3
(15) COc1ccc(-c2nn(C)c(=O)[nH]2)cc1
→ 7.9	11.4	0.0	7.2	5.3	-1.8	-0.2	-3.3	-1.4	-0.2
(16) COc1cccc(C(=O)NC(C)C(c2cccs2)N2CCN(C)CC2)c1 (configuration not stated)
→ 0.7	2.5	-0.8	-5.5	-1.6	9.4	0.6	-4.7	-6.3	1.1
(17) Cc1ccccc1OC(C)c1nc(-c2ccccc2)no1 (configuration not stated)
→ 0.7	-4.4	-0.3	-6.1	0.6	4.0	4.7	8.2	10.3	0.2
(18) COc1ccc(C(c2nnnn2CS(=O)(=O)c2ccc(C)cc2)N2CCN(Cc3ccccc3)CC2)cc1 (configuration not stated)
→ 1.8	3.0	-0.4	-1.7	1.3	-9.0	1.1	7.1	2.8	1.4
(19) CCOC(=O)N/N=C/c1ccc(OC)c(O)c1
→ 1.8	-1.0	-0.4	0.4	-1.1	-8.2	-1.4	-9.6	14.6	-0.9
(20) O=C(COC(=O)COc1ccccc1F)NCCc1ccc(F)cc1
→ -3.3	3.4	0.2	-2.9	1.1	-6.5	-8.1	-4.8	2.1	-3.5
(21) FC(F)(F)Sc1ccc(NC(=S)NCc2ccccc2)cc1
→ -0.7	1.6	0.2	1.4	0.4	-7.8	4.7	17.0	15.2	-6.3
(22) O=C(CN(c1ccc(Cl)cc1)S(=O)(=O)c1ccc(Cl)c([N+](=O)[O-])c1)NCCc1ccccc1
→ -0.1	-5.6	0.6	5.6	0.4	4.7	-4.1	4.0	2.6	-0.6
(23) COc1cc(/C=N/NC(=O)c2cccc(C)c2)ccc1OCC(=O)Nc1ccccc1
→ -6.9	-11.2	-115.2	3.9	-2.6	-1.6	-3.7	3.5	-7.9	-11.1
(24) CCC(C)[C@H]1CNCCN1CCc1cc(C(F)(F)F)cc(C(F)(F)F)c1 (some centres not stated)
→ 10.8*	12.7	0.1	-4.9	2.3	0.8	0.2	5.3	-3.3	7.2
(25) CC(=O)Nc1cccc(C(=O)N/N=C/c2c[nH]c3ccccc23)c1
→ -15.2	7.1	-0.6	0.8	2.2	-4.5	3.0	15.6	-0.2	-29.8
(26) CCOc1ccc(C(=O)NCC(c2ccco2)N2CCOCC2)cc1 (configuration not stated)
→ 1.7	5.6	0.0	-0.4	0.9	-5.5	-7.5	-9.3	5.1	-7.2
(27) On1nnc2ccc(C(F)(F)F)cc21
→ 1.7	-4.5	-0.5	-5.1	-1.5	-4.9	5.1	3.3	5.2	2.9
(28) CCN(CC(=O)Nc1c(F)cccc1F)C(=O)c1cccc(S(=O)(=O)N2CCN(c3ccccc3)CC2)c1
→ -0.2	-2.8	0.4	6.5	2.5	1.9	-4.7	2.9	-3.5	-6.6
(29) Cc1occc1-c1nnc(SCC(=O)NC(C)(C)C)n1CC(C)C
→ -1.8	2.4	-0.5	5.9	4.4	1.7	-7.2	-0.1	-10.9	-2.4
(30) O=C(CN1C(=O)C2CC=CCC2C1=O)NCC1COc2ccccc2O1 (configuration not stated)
→ -2.5	3.8	-0.1	-3.6	-0.5	1.1	-3.4	-1.9	10.4	-0.3

2 entries picked at random from the list so far:
Screens in order – PLCg1 inh	HGIII-sPLA2 inh	KLK7 zymogen act	Tn7 DDE FP	UHRF1 binding	Tn6 DDE FP	Rev-erbA mod	ASAP1 inh	ARFGAP1 inhibitor	PLC-beta3 inh
(25) CC(=O)Nc1cccc(C(=O)N/N=C/c2c[nH]c3ccccc23)c1
→ -15.2	7.1	-0.6	0.8	2.2	-4.5	3.0	15.6	-0.2	-29.8
(6) CCOc1cc(-c2c(C)c(C)nc(N)c2C#N)ccc1O
→ -10.8	-12.1	-0.1	3.0	1.8	6.5	-2.9	1.5	1.7	-11.8

The results go on:
31	Cc1cccnc1NC(=O)C1COc2ccccc2O1 (configuration not stated)
32	COc1ccc2ccccc2c1C=NNC(=O)c1cc(-c2ccc(C)cc2)n[nH]1
33	CCOc1ccc(C(=O)N[C@H](C(=O)Nc2ccc(S(=O)(=O)Nc3nccs3)cc2)C(C)C)cc1
34	CC1=CC(=C(C#N)C#N)C=C(C)N1CCC(C)C
35	CC(C)CN(C(=O)CSc1nnc(-c2ccco2)o1)c1c(N)n(Cc2ccccc2)c(=O)[nH]c1=O
36	CCOc1ccc(NC(=S)N2CCC(C(=O)c3ccc(OC)cc3)CC2)cc1
37	Cc1cc2c(cc1S(=O)(=O)NCc1ccc(N(C)C)cc1)OCC(=O)N2
38	COc1cc(-c2n[nH]c(=O)o2)cc(OC)c1OC
39	O=C1CCN(Cc2ccccc2)CCN1CCOc1ccccc1

screen / no.,31,32,33,34,35,36,37,38,39
PLCg1 inh,-1.9,-20.3,-3.2,1.5,-2.3,-1.4,0.4,0.0,0.5
HGIII-sPLA2 inh,12.6,-16.7,-46.0,-2.0,5.9,17.9,2.6,0.5,2.8
KLK7 zymogen act,-0.1,40.8*,0.2,0.2,-1.0,-0.7,0.7,-0.1,0.1
Tn7 DDE FP,-0.7,-1.3,-2.5,-5.0,5.2,7.7,4.1,-2.6,3.6
UHRF1 binding,3.0,-2.7,-0.5,-2.8,5.4,0.1,0.3,3.5,-1.9
Tn6 DDE FP,1.8,13.8,-11.6,2.0,0.6,8.5,5.9,-1.7,-1.7
Rev-erbA mod,0.8,-5.1,-8.0,-0.2,-0.8,2.5,1.6,9.2,1.3
ASAP1 inh,-8.7,/,-8.2,5.4,2.8,-3.1,10.0,7.0,-1.9
ARFGAP1 inhibitor,13.2,/,-2.0,-4.7,-4.0,6.2,3.3,-4.5,-3.5
PLC-beta3 inh,-8.8,-23.9,0.0,-2.1,-5.4,0.9,-1.7,1.0,3.0

Grouped by structure: those above containing fluorine.
3	N#Cc1c(F)cccc1NCCCn1ccnc1
10	CCOC(=O)C(C(=O)N(C)C)c1ncc(C(F)(F)F)cc1Cl (configuration not stated)
20	O=C(COC(=O)COc1ccccc1F)NCCc1ccc(F)cc1
21	FC(F)(F)Sc1ccc(NC(=S)NCc2ccccc2)cc1
24	CCC(C)[C@H]1CNCCN1CCc1cc(C(F)(F)F)cc(C(F)(F)F)c1 (some centres not stated)
27	On1nnc2ccc(C(F)(F)F)cc21
28	CCN(CC(=O)Nc1c(F)cccc1F)C(=O)c1cccc(S(=O)(=O)N2CCN(c3ccccc3)CC2)c1

screen / no.,3,10,20,21,24,27,28
PLCg1 inh,-4.1,-0.2,-3.3,-0.7,10.8*,1.7,-0.2
HGIII-sPLA2 inh,-4.2,2.0,3.4,1.6,12.7,-4.5,-2.8
KLK7 zymogen act,-0.4,-0.5,0.2,0.2,0.1,-0.5,0.4
Tn7 DDE FP,2.7,0.7,-2.9,1.4,-4.9,-5.1,6.5
UHRF1 binding,-1.3,-1.1,1.1,0.4,2.3,-1.5,2.5
Tn6 DDE FP,5.4,-3.9,-6.5,-7.8,0.8,-4.9,1.9
Rev-erbA mod,1.1,-6.1,-8.1,4.7,0.2,5.1,-4.7
ASAP1 inh,-1.2,2.3,-4.8,17.0,5.3,3.3,2.9
ARFGAP1 inhibitor,-2.0,5.0,2.1,15.2,-3.3,5.2,-3.5
PLC-beta3 inh,-9.9,4.1,-3.5,-6.3,7.2,2.9,-6.6

From PubChem
